Compound activity deposited in PubChem BioAssay by several laboratories.
Calpain2 inh: inhibitors of pig calpain II, primary screen, biochemical, fluorogenic peptide substrate, 1536-well; purified calpain II, 30 min; inhibition, % at 16 µM; 0.37% of 220,000 active; AID 1236, 2008;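 active = inhibition above about 50%, limit read from the data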
eIF4E-4G inh: eIF4E–eIF4G protein interaction inhibitors, primary screen, biochemical, uHTS, TR-FRET, eIF4GI fragment. inhibition, % at 21.7 µM. TR-FRET eIF4E-eIF4GI(517-606) binding, 2 h. 0.37% of 220,000 active. Eukaryotic translation initiation factor 4E (Mus musculus) + Eukaryotic translation …;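 active = inhibition above about 30%, limit read from the data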;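 also: 0% = full FRET control wells and 100% = background wells lacking eIF4GI fragment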
L929 necroptosis: inhibitors of zVAD-triggered necroptosis, primary screen, L929 cells; 0.38% of 220,000 active; L929 zVAD necroptosis rescue, ATP luminescence, 24 h; with zVAD 60 µM; viability rescue, % at 10 µM; AID 1377, 2008;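 active = activation, scaled between plate controls, above about 75%, limit read from the data; inactive = activation under that limit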;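 also: 0% = zVAD with DMSO and 100% = DMSO alone without zVAD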
TNF death inh: inhibitors of TNF-alpha triggered necroptosis, primary screen, cell-based, Jurkat FADD-/-, single concentration; Jurkat FADD-/- TNF necroptosis rescue, ATP luminescence, 24 h; 0 = TNF only, 100 = no-TNF cells; activation (protection from cell death), % at 10 µM; 0.068% of 220,000 active;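 active = activation, meaning protection from cell death, of at least 50% relative to plate controls; inactive = activation below 50%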;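 also: necroptosis triggered by 40 ng/mL TNF-alpha added together with compound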
MDM2 E3 inh: MDM2-luciferase reporter signal enhancers, primary screen, MDM2 E3 ligase inhibitor project, cell-based, luminescence, 1536-well; E3 ubiquitin-protein ligase Mdm2 (Homo sapiens), Q00987; cell-based MDM2 ubiquitination luciferase reporter, 2 h; 0 = plate control, 100 = twice control, blank-subtracted; signal enhancement, % at 5 µM; 0.11% of 210,000 active;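 active = signal enhancement of 30% or more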;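 also: luminescence tracks abundance of the self-degrading MDM2-luciferase fusion protein; higher signal means inhibition of MDM2 E3 ligase activity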
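Test system: stable mammalian line carrying autodegrading MDM2–luciferase fusion reporter; quantity: 2000 cells in each well; times: 4 h cell settling then 2 h compound exposure, 37 °C; detection: luminescence with SteadyLite reagent, 15 min at room temperature; evaluation: percent signal gain over controls, blank-subtracted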
Cl transport mod: KCC2 cotransporter modulators, thallium flux, primary screen, cell-based, HEK293 KCC2, FluoZin-2 fluorescence, MLSMR; KCC2 cells, thallium flux FluoZin-2 fluorescence; B-score of Tl+ flux slope (higher = more flux/activation; lower = inhibition) at 10 µM; 2.2% of 190,000 active; AID 1456, 2008;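 active = thallium flux slope and its plate-corrected score both differing from the plate sample mean at a set confidence after two filtering rounds, in either direction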;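 also: slope of fluorescence scaled to starting intensity during 10 to 20 s after thallium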
Rad51 HR inh: human RAD51 strand exchange inhibitors, primary screen, biochemical, fluorescence. hRad51 DNA strand exchange, fluorescence dequenching. inhibition, % at 10 µM. 0.085% of 200,000 active. AID 1385, 2008. DNA repair protein RAD51 homolog 1 (Homo sapiens), Q06609;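 active = inhibition above 40% at the single screening dose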;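 also: 0% = DMSO control wells and 100% = blanks with heterologous ssDNA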
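Assay system: Human Rad51 nucleoprotein filaments preassembled on unlabelled ssDNA | Reagent: Donor/quencher-labelled 47-bp dsDNA substrate | Doses: One concentration, 10 µM final | Times: 37 °C 15-min filament assembly, 30-min compound preincubation, 15-min exchange | Technique: Fluorescein emission 520 nm, excitation 485 nm | Benchmarks: Plate control and blank wells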
EBV gp42 block: Epstein-Barr virus gp42 inhibitors, primary screen, biochemical, uHTS, fluorescence polarization | Glycoprotein 42 (Epstein-Barr virus (strain AG876)), Q1HVG2 | Fluorescence polarization binding assay, mP read-out | inhibition, % (tested at 21.74 µM) | 0.42% of 220,000 active | AID 1085, 2008; in the data active = inhibition above about 50%
PERK inh: block of dimerizer-induced PERK translation repression, primary screen, PERK inhibitor project, CHO PERK-DD cells, SEAP luminescence, HTS | CHO PERK-DD fusion, SEAP luminescence translation reporter | Eukaryotic translation initiation factor 2-alpha kinase 3 (Homo sapiens), Q9NZJ5 | inhibition, % at 5.6 µM | AID 1416, 2008 | 0.17% of 220,000 active;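 active = inhibition above the mean inhibition of all tested compounds plus 3 SD, set separately per screening campaign, cut at about 2.9% in these data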;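 also: PERK kinase domain activated by AP20187 dimerizer at 100 nM; 0% = DMSO with dimerizer and 100% = rapamycin at 8.4 µM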
Target sequence (Q9NZJ5 whole entry, looked up, the tested form may be a part): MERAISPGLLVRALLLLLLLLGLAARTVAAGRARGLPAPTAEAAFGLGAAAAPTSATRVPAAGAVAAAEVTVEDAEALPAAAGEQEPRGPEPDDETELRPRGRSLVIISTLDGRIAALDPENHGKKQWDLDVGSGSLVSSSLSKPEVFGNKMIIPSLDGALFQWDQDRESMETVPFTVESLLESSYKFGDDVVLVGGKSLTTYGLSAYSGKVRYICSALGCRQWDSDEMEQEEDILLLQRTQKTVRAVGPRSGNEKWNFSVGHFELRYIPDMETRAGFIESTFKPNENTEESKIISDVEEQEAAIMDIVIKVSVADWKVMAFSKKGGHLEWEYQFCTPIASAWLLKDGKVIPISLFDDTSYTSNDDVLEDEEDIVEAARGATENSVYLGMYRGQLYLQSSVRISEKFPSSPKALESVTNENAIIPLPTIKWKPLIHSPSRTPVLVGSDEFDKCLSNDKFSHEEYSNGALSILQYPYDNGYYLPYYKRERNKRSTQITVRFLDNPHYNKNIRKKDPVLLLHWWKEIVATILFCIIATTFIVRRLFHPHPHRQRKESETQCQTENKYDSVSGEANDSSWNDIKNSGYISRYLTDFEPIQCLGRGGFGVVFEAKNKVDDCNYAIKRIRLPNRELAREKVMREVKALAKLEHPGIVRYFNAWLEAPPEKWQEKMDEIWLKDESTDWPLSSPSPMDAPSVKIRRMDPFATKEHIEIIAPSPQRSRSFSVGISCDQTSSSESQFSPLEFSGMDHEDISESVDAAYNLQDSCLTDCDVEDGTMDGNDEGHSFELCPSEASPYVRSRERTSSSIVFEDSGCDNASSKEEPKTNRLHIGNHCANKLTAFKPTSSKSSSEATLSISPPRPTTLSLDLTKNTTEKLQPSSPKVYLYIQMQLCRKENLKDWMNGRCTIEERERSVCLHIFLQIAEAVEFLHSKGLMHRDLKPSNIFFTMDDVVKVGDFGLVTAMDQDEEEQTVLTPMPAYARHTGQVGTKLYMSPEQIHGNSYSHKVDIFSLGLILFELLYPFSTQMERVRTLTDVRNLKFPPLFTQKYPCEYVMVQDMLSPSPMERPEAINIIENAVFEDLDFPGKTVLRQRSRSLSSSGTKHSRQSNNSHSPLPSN
The depositor's hits bear a star; [ ] = dose if it differs, or a comment.

For CN1CCN(C(CC(=O)Nc2cccc(O)c2)C(=O)O)CC1 (stereo unspecified) the results were Calpain2 inh -32, eIF4E-4G inh -1, L929 necroptosis -0.4, TNF death inh -0.1, MDM2 E3 inh -6, Cl transport mod 0.39, Rad51 HR inh 20, EBV gp42 block -10 and PERK inh 0.5.
CCN(C(=O)c1ccccc1)c1ccc([N+](=O)[O-])cc1 was read as Calpain2 inh 3, eIF4E-4G inh 16, L929 necroptosis 0.4, TNF death inh 1.0, MDM2 E3 inh 15, Cl transport mod 0.44, Rad51 HR inh 9, EBV gp42 block 4 and PERK inh 0.6.
For O=C(NCc1ccccn1)C(=O)Nc1nc(-c2ccccc2)cs1 the results were Calpain2 inh -13, eIF4E-4G inh -2, L929 necroptosis 0.1, TNF death inh 1.8, MDM2 E3 inh -10, Cl transport mod 3.5, EBV gp42 block -11 and PERK inh -0.3.
CC(=O)N1CCc2cc(S(=O)(=O)NC(CC(C)C)C(=O)N3CCc4ccccc4C3)ccc21 (stereo unspecified) was read as Calpain2 inh -15, eIF4E-4G inh -4, L929 necroptosis -0.4, TNF death inh -4.1, MDM2 E3 inh 3, Rad51 HR inh 1, EBV gp42 block -5 and PERK inh -0.2.
Cc1c(C(=O)N2CCCCC2)oc2ccc(S(=O)(=O)N3CC(C)CC(C)C3)cc12 (stereo unspecified) was read as Calpain2 inh 13, eIF4E-4G inh -2, L929 necroptosis 2.3, TNF death inh -7.5, MDM2 E3 inh -35, Rad51 HR inh 4, EBV gp42 block -8 and PERK inh -0.8.
COc1cccc(CNC(=O)CCC2CCCN(Cc3ccc4c(c3)CCO4)C2)c1 (stereo unspecified) was read as Calpain2 inh -18, eIF4E-4G inh -1, L929 necroptosis -1.0, TNF death inh 4.1, MDM2 E3 inh 3, Cl transport mod -0.24, EBV gp42 block -2 and PERK inh -1.5.
Screening COc1ccc(CCNC(=O)CCn2c(=O)oc3ccccc32)cc1OC returned Calpain2 inh -31, eIF4E-4G inh 5[fluorescence artefact?], L929 necroptosis 3.8, TNF death inh -0.8, MDM2 E3 inh -12, Cl transport mod -1.3, Rad51 HR inh -2, EBV gp42 block -12 and PERK inh -0.7.
O=C(Nc1cccc(O)c1)c1ccccc1[N+](=O)[O-] was read as Calpain2 inh -10, eIF4E-4G inh -1, L929 necroptosis -0.4, TNF death inh 1.1, MDM2 E3 inh -3, Cl transport mod 0.56, EBV gp42 block -16 and PERK inh 0.6.
COc1ccc(-c2c(=O)n(OCc3nc4ccccc4[nH]3)c3ccccc3[n+]2[O-])cc1 was read as Calpain2 inh 3, eIF4E-4G inh 4, L929 necroptosis 1.1, TNF death inh -3.4, MDM2 E3 inh -5, Cl transport mod 0.81, Rad51 HR inh -18, EBV gp42 block -19 and PERK inh 1.2.
CN(C)/N=C/c1ccc(P(c2ccc(/C=N/N(C)C)o2)c2ccc(/C=N/N(C)C)o2)o1 was read as Calpain2 inh -10, eIF4E-4G inh 0, L929 necroptosis -0.4, TNF death inh 0.8, MDM2 E3 inh -11, Cl transport mod 0.86, Rad51 HR inh -3, EBV gp42 block -1 and PERK inh -0.1.
For Oc1cc2c(cc1CN1CCN(c3cccc(C(F)(F)F)c3)CC1)CCC2 the results were Calpain2 inh -21, eIF4E-4G inh 3, L929 necroptosis 0.4, TNF death inh 0.1, MDM2 E3 inh -11, Cl transport mod 0.15, Rad51 HR inh 2, EBV gp42 block 1 and PERK inh 0.8.
For CCOC(=O)N1CCN(S(=O)(=O)c2ccc(OCC(=O)OC)c(C)c2)CC1 the results were Calpain2 inh -19, eIF4E-4G inh 2[fluorescence artefact?], L929 necroptosis -0.2, TNF death inh -0.3, MDM2 E3 inh -14, Cl transport mod -0.15, Rad51 HR inh -3, EBV gp42 block -15 and PERK inh -0.6.
For COc1cc(/C=N\Nc2nc3ccccc3[nH]2)cc(OC)c1OC the results were Calpain2 inh 22, eIF4E-4G inh 7[fluorescence artefact?], L929 necroptosis 81*, TNF death inh 15, MDM2 E3 inh -16, Rad51 HR inh 3, EBV gp42 block -16 and PERK inh -1.2.
For Cc1nc(SCC(=O)Nc2ccnc3ccccc23)n[nH]1 the results were Calpain2 inh 14, eIF4E-4G inh -3, L929 necroptosis 1.0, TNF death inh 0.4, MDM2 E3 inh -10, Rad51 HR inh -4, EBV gp42 block -10 and PERK inh 1.0.
For CN(C)c1ccc(-c2n(C)c3ccccc3[n+]2C)cc1 the results were Calpain2 inh 0, eIF4E-4G inh 0, L929 necroptosis -0.3, TNF death inh -9.3, MDM2 E3 inh -18, Rad51 HR inh -6, EBV gp42 block -25 and PERK inh 0.4.
`O=C(c1ccc(-c2ccccc2)cc1)N1CCN(c2nc3ccccc3o2)CC1` gave Calpain2 inh 27, eIF4E-4G inh 0, L929 necroptosis -0.2, TNF death inh 0.5, MDM2 E3 inh -22, Cl transport mod 0.17, Rad51 HR inh -3, EBV gp42 block -14 and PERK inh 2.3.
For Cc1cc(-n2cc(Br)c(=O)[nH]c2=O)nc(-c2ccccc2)n1 the results were Calpain2 inh -9, eIF4E-4G inh -12, L929 necroptosis -0.2, TNF death inh 3.3, Cl transport mod -0.1, EBV gp42 block -12 and PERK inh 0.8.
For CCOc1cc2c(cc1OC)C(NC(=O)C(F)(F)F)CC2=O (stereo unspecified) the results were Calpain2 inh -7, eIF4E-4G inh 1, L929 necroptosis -0.3, TNF death inh -1.7, MDM2 E3 inh 2, Cl transport mod 1.9, Rad51 HR inh 7, EBV gp42 block -33 and PERK inh 1.1.
For O=C(Nc1ccc(O)cc1)c1cc2ccccc2c(=O)s1 the results were Calpain2 inh -10, eIF4E-4G inh 0, L929 necroptosis 4.1, TNF death inh -2.7, MDM2 E3 inh 7, Rad51 HR inh -7, EBV gp42 block -4 and PERK inh 0.2.
Screening CCCC(=O)Nc1nnc(SCC(=O)Nc2ccc3c(c2)OCO3)s1 returned Calpain2 inh 13, eIF4E-4G inh 1, L929 necroptosis -0.2, TNF death inh -0.7, MDM2 E3 inh -32, Cl transport mod 0.043, Rad51 HR inh -10, EBV gp42 block -13 and PERK inh 1.1.
Screening Cc1ccc2nc(-c3ccc(NC(=O)CN4CCN(C(=O)c5ccco5)CC4)cc3)sc2c1 returned Calpain2 inh -349, eIF4E-4G inh -4, L929 necroptosis 3.5, TNF death inh -0.2, MDM2 E3 inh 5, Rad51 HR inh -1, EBV gp42 block -9 and PERK inh -1.5.
`CC1Cc2ccccc2N1C(=O)c1ccnc(C(C)(C)C)c1` (stereo unspecified) gave Calpain2 inh -6, eIF4E-4G inh 0, L929 necroptosis 0.0, TNF death inh -0.9, MDM2 E3 inh -23, Cl transport mod -1.2, Rad51 HR inh -1, EBV gp42 block -13 and PERK inh -0.8.
O=C1c2ccccc2S(=O)(=O)N1Cc1nnc(-c2ccccc2Br)o1 was read as Calpain2 inh -10, eIF4E-4G inh 2[fluorescence artefact?], L929 necroptosis 1.1, TNF death inh 0.9, MDM2 E3 inh -3, Cl transport mod -0.19, Rad51 HR inh 4, EBV gp42 block -16 and PERK inh -0.3.
For c1ccc2c(c1)CCCn1nnnc1-2 the results were Calpain2 inh -8, eIF4E-4G inh 0, L929 necroptosis 1.4, TNF death inh 0.8, MDM2 E3 inh -4, Cl transport mod 1.4, Rad51 HR inh -1, EBV gp42 block -5 and PERK inh -0.1.
Screening CC(C)c1nnc(NC(=O)C2CCCN2C(=O)Nc2ccccc2F)s1 (stereo unspecified) returned Calpain2 inh 10, eIF4E-4G inh 2, L929 necroptosis 0.3, TNF death inh -0.2, MDM2 E3 inh -45, Cl transport mod -0.57, Rad51 HR inh -5, EBV gp42 block -3 and PERK inh 0.1.
`CCOc1cc(NC(=O)c2cccs2)c(OCC)cc1NC(=O)c1ccco1` gave Calpain2 inh -186, eIF4E-4G inh -7, L929 necroptosis 0.0, TNF death inh -1.0, MDM2 E3 inh 12, Cl transport mod 1.2, Rad51 HR inh 1, EBV gp42 block -1 and PERK inh -0.4.
Screening O=C(c1cc(-c2ccncc2)nc2ccccc12)N1CCN(S(=O)(=O)/C=C/c2ccccc2)CC1 returned Calpain2 inh -36, eIF4E-4G inh -6, L929 necroptosis -0.1, TNF death inh -2.9, MDM2 E3 inh -16, Cl transport mod 0.72, Rad51 HR inh 1, EBV gp42 block -9 and PERK inh -1.1.
COc1ccc([N+](=O)[O-])cc1-n1cccc1 was read as Calpain2 inh 6, eIF4E-4G inh 0, L929 necroptosis 1.2, TNF death inh -0.4, MDM2 E3 inh -6, Cl transport mod -0.84, Rad51 HR inh -6, EBV gp42 block -12 and PERK inh 0.3.
COc1ccc(CCNC(=O)C2CC(=O)N(c3ccc(Br)cc3)C2)cc1OC (stereo unspecified) was read as Calpain2 inh -16, eIF4E-4G inh -2, L929 necroptosis 0.6, TNF death inh -3.8, MDM2 E3 inh 6, Cl transport mod -0.64, Rad51 HR inh 8, EBV gp42 block -2 and PERK inh -0.5.
O=C1CS/C(=N/N=C/c2ccc(OS(=O)(=O)c3ccccc3)cc2)N1 was read as Calpain2 inh -38, eIF4E-4G inh 3, L929 necroptosis 6.8, TNF death inh 0.7, MDM2 E3 inh -3, Cl transport mod -0.25, Rad51 HR inh 11, EBV gp42 block -9 and PERK inh 0.3.
`Cc1ccc(C(=O)N2CCN(c3ccccc3F)CC2)cc1S(=O)(=O)N1CCOCC1` gave Calpain2 inh -14, eIF4E-4G inh 0, L929 necroptosis -1.0, TNF death inh 0.1, MDM2 E3 inh -4, Cl transport mod -0.56, Rad51 HR inh 5, EBV gp42 block -12 and PERK inh 0.5.

3 records picked at random from the list so far, as already listed:
`Cc1ccc(C(=O)N2CCN(c3ccccc3F)CC2)cc1S(=O)(=O)N1CCOCC1` gave Calpain2 inh -14, eIF4E-4G inh 0, L929 necroptosis -1.0, TNF death inh 0.1, MDM2 E3 inh -4, Cl transport mod -0.56, Rad51 HR inh 5, EBV gp42 block -12 and PERK inh 0.5.
COc1ccc([N+](=O)[O-])cc1-n1cccc1 was read as Calpain2 inh 6, eIF4E-4G inh 0, L929 necroptosis 1.2, TNF death inh -0.4, MDM2 E3 inh -6, Cl transport mod -0.84, Rad51 HR inh -6, EBV gp42 block -12 and PERK inh 0.3.
For c1ccc2c(c1)CCCn1nnnc1-2 the results were Calpain2 inh -8, eIF4E-4G inh 0, L929 necroptosis 1.4, TNF death inh 0.8, MDM2 E3 inh -4, Cl transport mod 1.4, Rad51 HR inh -1, EBV gp42 block -5 and PERK inh -0.1.
